NSD2 HMT inh = inhibitors of human histone methyltransferase NSD2 | O96028 | NSD2 peptide methylation, AlphaScreen, 120 min | inhibition, % at 12.5 µM | hit rate 0.54% among 310,000; in the data active = inhibition above about 50%
* hit, by the source's call. Only part of the results is shown, so the mix of outcomes need not match the whole.

#	mol	NSD2 HMT inh
1	Cc1ccc(S(=O)(=O)N(C)C)cc1NC(=O)Nc1ccccc1F	-2
2	Cc1ccccc1Nc1nc(N)[nH]c(=O)c1N=O	6
3	COc1ccc(S(=O)(=O)Nc2ccc(Nc3ccccc3)cc2)cc1	1
4	O=C(Nc1ccncc1)c1cc(C2CCCCN2C(=O)CCc2ccccc2)on1 (stereo unspecified)	2
5	N#Cc1ccc(Cl)cc1NC(=O)CN1C(=O)C(=O)N(CCC2=CCCCC2)C1=O	0
6	CC(=O)N1c2ccc(S(=O)(=O)NCCC(=O)Nc3ccc(Cl)cc3)cc2CC1C (stereo unspecified)	0
7	OC(c1ccccc1)(c1nc(-c2cccc(C(F)(F)F)c2)cs1)C(F)(F)F (stereo unspecified)	-2
8	NC(c1csc(Nc2ccccn2)n1)C1CCCCC1 (stereo unspecified)	5
9	CCOc1ccccc1N(CC(=O)N1CCN(Cc2ccccc2)CC1)S(=O)(=O)c1ccccc1	0
10	O=C1OCCC1=COCCCCCCOC=C1CCOC1=O	-1
11	Cc1c(C(=O)N2CCCCCC2(C)C(=O)NCC(C)C)oc2ccccc12 (stereo unspecified)	16
12	CN(C)c1ccc(/C=N\NC(=O)c2cccc(S(=O)(=O)N(C)C)c2)cc1	3
13	CCOc1ccc(/C(O)=C2\C(=O)C(=O)N(c3ccc(OC)cc3)C2c2ccccc2[N+](=O)[O-])cc1 (stereo unspecified)	6
14	O=C(NC(c1ccc(-c2ccccc2)cc1)c1cnccn1)C1CCN(Cc2ccc3c(c2)OCO3)CC1 (stereo unspecified)	4
15	O=C(Nc1ccc2c(c1)OCO2)c1cc(C2CCCCN2C(=O)CCc2ccccc2)on1 (stereo unspecified)	0
16	Cc1c(NC(=O)COC(=O)/C=C/c2cccc(F)c2)c(=O)n(-c2ccccc2)n1C	1
17	COc1cc(C2C(C(=O)c3cccs3)=C(O)C(=O)N2CCN2CCOCC2)ccc1OCCC(C)C (stereo unspecified)	1
18	OC(c1ccc(Cl)cc1)c1ncc(-c2cccc(C(F)(F)F)c2)[nH]1 (stereo unspecified)	0
19	Cn1nc(C(F)(F)F)c(-c2cccc(C(F)(F)F)c2)c1NC(=O)Nc1ccc(F)cc1	-2
20	Cc1ccc(-c2cc(C(=O)NN)n[nH]2)o1	1
21	NC(=O)c1csc(-c2ccc(CO)o2)n1	2
22	CCOC(=O)C(CC1=CS(=O)(=O)c2ccc(Cl)cc21)(NC(C)=O)C(=O)OCC	-5
23	Cc1cc(C(=O)N/N=C/c2c(C)nn(-c3ccccc3)c2Cl)n[nH]1	3
24	CC(C)S(=O)(=O)N1CCCC(c2cc(C(=O)NCc3cccnc3)no2)C1 (stereo unspecified)	-2
25	CCNC(=O)C1CCCN(C(=O)c2ccc(OC)c(OC)c2)CC1 (stereo unspecified)	-6
26	CCOc1ccc2nc(S(=O)(=O)NC(=O)C3(C)CCN3C(=O)c3c(C)noc3C)sc2c1 (stereo unspecified)	-2
27	NC(=O)c1ccc(NC(=O)COC(=O)c2ccccc2SCC(=O)N2CCCC2)cc1	-1
28	O=C(COc1c(Cl)cc(Cl)cc1Cl)N/N=C/c1ccc[nH]1	1
29	Cc1ccc(S(=O)(=O)n2nccc2-c2c(-c3ccccc3)noc2C)cc1	1
30	CNc1cncc(-c2cccc(C(C)=O)c2)n1	4
31	CCOC(=O)C1CCCN(C(=O)c2ccc(OC)c(OC)c2)CC1 (stereo unspecified)	-3
32	CCN=C1NC(c2ccc(C(F)(F)F)cc2)C(C(=O)OC)=C(C)N1Cc1ccccc1C(F)(F)F (stereo unspecified)	-1
33	CCC(CC)c1nnc(NC(=O)CSCc2c(C)noc2C)s1	3
34	COc1ccc(N2CCN(C(=O)COc3ccccc3)CC2)cc1	5
35	O=C(NCCCN1CCOCC1)C(=O)NCC1OCCN1S(=O)(=O)c1ccc(Cl)cc1 (stereo unspecified)	-2
36	O=S1(=O)CC(N2CCCCC2)C1CN1CCCCC1 (stereo unspecified)	-1
37	COCCNC(=O)C1(C)CCCN(Cc2sc(C)nc2C)C1 (stereo unspecified)	-1
38	CN(C)CCNc1ncnc2c1ncn2[C@H]1CN(Cc2ccc(F)cc2)C[C@@H](CO)O1	1
39	CC(C)c1cc(Cn2c3ccccc3c(=O)n2C(C)Cn2cc(-c3ccc(C(C)(C)C)cc3)nn2)on1 (stereo unspecified)	-3
40	CCCOc1ccc(C(=O)NC(=S)N2CCN(c3ncc4c(=O)c(C(=O)O)cn(CC)c4n3)CC2)cc1	1
41	COc1ccccc1N1C(=O)[C@@H]2[C@H](C1=O)[C@H](C(=O)c1ccc(OC(C)=O)cc1)N1N=CC=C[C@@H]21	0
42	CCc1cc(CNC(=O)C2CCC(=O)N(Cc3ccccc3F)C2)on1 (stereo unspecified)	-2
43	CCCS(=O)(=O)NC(=O)C1(C)CCN(C(=O)c2ccc(OC)cc2OC)C1 (stereo unspecified)	0
44	Cc1ccsc1-c1cc2nc(NCCOc3ccccc3Cl)n(C)c(=O)c2s1	-2
45	CC(O)(c1ccccc1)c1nc(-c2cc3ccccc3o2)cs1 (stereo unspecified)	-4
46	Cc1nnc(C)n1N=Cc1ccc(Cl)c([N+](=O)[O-])c1	8
47	COc1cc2c(cc1OC)C(C)N(S(=O)(=O)c1cn(C)cn1)CC2 (stereo unspecified)	-1
48	CC(C)(C)OC(=O)N1Cc2cc3ccccc3nc2C1	-2
49	O=C(NC(c1ccc(Cl)cc1)c1ccsc1)C1CCN(CCOc2ccc(Cl)cc2)CC1 (stereo unspecified)	-8
50	O=c1[nH]c(=S)c2ncn(-c3ccccc3)c2[nH]1	-4

(further entries)
#	mol	NSD2 HMT inh
51	COc1ccc(C(C)(O)c2nc(-c3cccc(C(F)(F)F)c3)cs2)cc1 (stereo unspecified)	-3
52	COc1ccc(-c2nn3c(-c4n[nH]c5c4CCC5)nnc3s2)cc1	10
53	CCc1noc(C)c1C(=O)N1CCN(c2cccc(Cl)c2)CC1	0
54	CCCCN(C)c1c(C)nc2ccc(C(=O)NCc3cccs3)cn12	1
55	Cc1nn(-c2ccccc2)c2sc(C(=O)N3CCN(Cc4ccccc4)CC3)cc12	-1
56	CN(C(=O)/C=C/c1ccc(F)cc1)C1CCCCC1	2
57	CCCNC(=O)C1(C)CCCN(C(=O)c2cc(C(C)(C)C)nn2C)C1 (stereo unspecified)	0
58	Oc1ccc2ccccc2c1C=Nc1ccc(N2CCOCC2)cc1	-2
59	O=C(CN1C(=O)c2cccc([N+](=O)[O-])c2C1=O)N1CCc2ccccc2C1	-2
60	COc1cccc(CNC(=O)c2ccc(CS(=O)Cc3ccccc3Cl)o2)c1 (stereo unspecified)	1
61	O=C(Nc1nnc([C@H]2C[C@H](O)[C@@H](CO)O2)s1)NC(c1ccccc1)c1ccccc1	0
62	COC(=O)C1=C(C)N(Cc2ccccc2C(F)(F)F)C(=NCc2ccc(C(F)(F)F)cc2)NC1c1ccc(Cl)cc1 (stereo unspecified)	-2
63	CN1CCN(C(=O)c2ccc(-c3cnn(C)c3)c3ccoc23)CC1	-2
64	S=c1[nH]nc(-c2n[nH]c3c2CCC3)n1N=Cc1ccc(OCc2ccccc2)cc1	-4
65	CC(=NN1CCN(Cc2ccccc2Cl)CC1)c1ccc(O)cc1	7
66	CC(C)(C)c1cc(NC(=O)C2(C)CCN2C(=O)C2(c3ccccc3)CC2)no1 (stereo unspecified)	-1
67	CC(C)(C)c1ccc(-c2nnc(SCC(=O)Nc3ccc4c(c3)OCCO4)n2-c2ccc(Cl)cc2)cc1	2
68	COc1ccc(C(=O)CC(=O)c2ccc(F)cc2)cc1	-4
69	O=C(O)c1ccccc1-c1cccc2nncn12	0
70	CCCCNS(=O)(=O)c1cccc(NC(=O)[C@@H]2O[C@H](CO)[C@@H](O)[C@H]2O)c1	0
71	CC(=O)c1sccc1NC(=O)CC(C)(C)CC(=O)O	-4
72	c1cc2c(cc1-c1csc(NNC3=NCCCCC3)n1)OCCO2	-4
73	COC(=O)C1=C(C)N(Cc2cccc(C(F)(F)F)c2)C(=NCc2cc(OC)c(OC)c(OC)c2)NC1c1ccccc1C(F)(F)F (stereo unspecified)	1
74	O=C1C(=Cc2ccccn2)CCc2ccccc21	-1
75	CC(=O)NC(c1ccccc1)c1nc(-c2cccs2)cs1 (stereo unspecified)	-1

Reformatted: 4 of the compounds above.
(60) COc1cccc(CNC(=O)c2ccc(CS(=O)Cc3ccccc3Cl)o2)c1 (stereo unspecified)
  NSD2 HMT inh: 1
(61) O=C(Nc1nnc([C@H]2C[C@H](O)[C@@H](CO)O2)s1)NC(c1ccccc1)c1ccccc1
  NSD2 HMT inh: 0
(62) COC(=O)C1=C(C)N(Cc2ccccc2C(F)(F)F)C(=NCc2ccc(C(F)(F)F)cc2)NC1c1ccc(Cl)cc1 (stereo unspecified)
  NSD2 HMT inh: -2
(63) CN1CCN(C(=O)c2ccc(-c3cnn(C)c3)c3ccoc23)CC1
  NSD2 HMT inh: -2

Next results
#	mol	NSD2 HMT inh
76	Cc1ccc(C(=O)N[C@H](C(=O)Nc2cccc(S(=O)(=O)N3CCOCC3)c2)C(C)C)cc1	-5
77	CC(=O)N1N=C(c2ccccc2OC(=O)/C=C/c2ccccc2)CC1c1ccccc1 (stereo unspecified)	-4
78	COCOc1ccc(-c2ncc(OC)nc2NC(=O)c2cc(C)oc2C)cc1	2
79	Oc1c(C=Nc2cccc3nsnc23)ccc2ccccc12	109*
80	CCc1nc2ccc(C(=O)Nc3ccc(OC)c(OC)c3)cn2c1N(C)Cc1ccc(N(C)C)cc1	4
81	COc1ccc(-c2cc(C(=O)NN=Cc3ccc(C)s3)[nH]n2)cc1	-9
82	CC12CN(C(=O)c3ccc([N+](=O)[O-])cc3)CC(C)(CN(C(=O)c3ccc([N+](=O)[O-])cc3)C1)C2=O	-6
83	COc1ccc(CCNC(=O)Nc2nc(C(N)C3CCCCC3)cs2)cc1OC (stereo unspecified)	9
84	CNc1cnc(-c2cccc(C(=O)N3CCOCC3)c2)cn1	-4
85	CCOc1ccc(C(=O)Oc2ccc(NC(C)=O)cc2)cc1	-7
86	NC(=O)c1ccc(N=Nc2c(-c3ccccc3)[nH]n(-c3ccccc3)c2=O)cc1	-2
87	O=C(C1CC(=O)N(c2ccc(F)c(Cl)c2)C1)N1CCOCC1 (stereo unspecified)	-2
88	Cc1ccccc1N=C(c1ccccc1)C1C(=O)c2ccccc2C1=O	4
89	CC(C)(C)c1cc[n+](C2=C([O-])c3ccccc3C(=O)/C2=N\S(=O)(=O)c2cccs2)cc1	62*
90	CN(C(=O)CSc1nc(N)cc(=O)[nH]1)C1CCCCC1	-1
91	O=C(O)c1ccccc1C(=O)Nc1ccc(-n2nc(C(F)(F)F)cc2C(F)(F)F)cc1	15
92	S=c1[nH]nc(-c2ccccn2)n1/N=C/c1ccco1	-5
93	Cc1cccc(NC(=O)CSc2nc3ccccc3c(=O)n2C)c1C	-1
94	Cc1ccc(OCC(=O)OCC(=O)NC2CCCCCC2)cc1C	1
95	C#Cc1ccc(NC(=O)C2(C)CCN2C(=O)c2ccccc2CCc2ccccc2)cc1 (stereo unspecified)	-4
96	COc1cc2ccc(C(C)=NOC(C)=O)cc2cc1OC	-1
97	CC(C)NC(=O)c1sc2nc(-c3cccs3)cc(-c3cccs3)c2c1N	2
98	COc1ccc(-c2noc(C3CCCN(C(=O)N[C@@H]4C[C@H]4c4ccccc4)C3)n2)cc1 (stereo partly specified)	-2
99	COc1ccc(OCCN2CCC(C(=O)NC(c3ccc(C)cc3)c3ccccn3)CC2)cc1 (stereo unspecified)	3
100	CC1(C(=O)NS(=O)(=O)c2cccc(Cl)c2)CCN1C(=O)CCc1ccccc1 (stereo unspecified)	2

Quoted at random: five entries already listed, in no set order.
#	mol	NSD2 HMT inh
91	O=C(O)c1ccccc1C(=O)Nc1ccc(-n2nc(C(F)(F)F)cc2C(F)(F)F)cc1	15
98	COc1ccc(-c2noc(C3CCCN(C(=O)N[C@@H]4C[C@H]4c4ccccc4)C3)n2)cc1 (stereo partly specified)	-2
92	S=c1[nH]nc(-c2ccccn2)n1/N=C/c1ccco1	-5
97	CC(C)NC(=O)c1sc2nc(-c3cccs3)cc(-c3cccs3)c2c1N	2
94	Cc1ccc(OCC(=O)OCC(=O)NC2CCCCCC2)cc1C	1

Next section
#	mol	NSD2 HMT inh
101	CC(=O)c1cccc(-c2ccnc3c2CC(C(=O)N2CCN(C)CC2)O3)c1 (stereo unspecified)	-1
102	CC(Sc1nnc(-c2cccnc2)n1-c1ccccc1F)C(=O)N1CCCc2ccccc21 (stereo unspecified)	-1
103	CC(=O)N1CCc2cc(NC(=O)C3(C)CCN3CCc3ccccc3)ccc21 (stereo unspecified)	11
104	Cc1cc(C)nc(OC(=O)c2ccc(Cl)cc2Cl)n1	-8
105	CC(=O)C12CC(C)=C(C)CC1CC1C3CCC4=CC(=O)CCC4(C)C3CCC12C (stereo unspecified)	3
106	COC(=O)c1cc(=O)nc(NN=C(C)C)s1	-2
107	CC1(C(=O)NS(=O)(=O)Cc2ccccc2)CCN1C(=O)C/C=C/c1ccccc1 (stereo unspecified)	-4
108	COc1ccc(S(=O)(=O)NC(=O)C2(C)CCN2C(=O)Cc2ccccc2Cl)cc1 (stereo unspecified)	-3
109	COc1cc(-c2cc(NC=O)c3ncc(-c4cccc(C(F)(F)F)c4)n3c2)cc(OC)c1OC	0
110	COc1ccccc1NC(=O)Nc1ccnn1C1CCN(C(=O)C2CCOC2)CC1 (stereo unspecified)	2
111	COc1cccc(-c2cnc(C(O)c3ccc(Cl)cc3C)[nH]2)c1 (stereo unspecified)	13
112	CCCC(=O)N1CCC1(C)C(=O)Nc1ccc(-n2cccc2)cc1 (stereo unspecified)	6
113	CCCN(CC(=O)Nc1ccccc1OC)C(=O)CN1C(=O)NC(C)(C)C1=O	2
114	COc1cccc(-c2cc3nc(NCc4cccnc4)n(C)c(=O)c3s2)c1	1
115	CCCCN(C(=O)CC1CCCCC1)c1c(N)n(CCCC)c(=O)[nH]c1=O	1
116	CCOC(=O)C1(C)CCCN(C(=O)c2c(F)cccc2F)C1 (stereo unspecified)	3
117	CCN(CC)C(=O)CSc1nnc(-c2cccs2)o1	-2
118	CCN(CC(=O)Nc1ccccc1C(F)(F)F)C(=O)c1ccc2c(c1)NC(=O)C(C)S2 (stereo unspecified)	-1
119	CC(=O)Nc1ccc(CNc2nc(NC(C)C)nc3cc(-c4ccccc4)sc23)cc1	5

High-throughput results (PubChem)
